Bioassay records: PubChem, several laboratories
Diaphorase act: activates diaphorase or chemically reduces, flagging diaphorase assay artifacts. Diaphorase/resazurin coupled assay, resorufin fluorescence, 16 min; stronger effect = higher value; 1 = vehicle wells, 0 = NADH-free wells. activation factor at 20 µM. hit rate 0.005% among 190,000;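 active means diaphorase activity raised at least twofold by the compound at 20 µM; inactive means activation factor below 2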
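Assay system: Purified diaphorase enzyme from Clostridium kluyveri | Amount: Enzyme 0.07 U/mL final | Dosing: Compound 20 µM once, DMSO 1% | Timing: 16 min reaction at room temperature | Detection: Fluorescence, excitation 544 nm and emission 590 nm | Evaluation: Higher resorufin formation from activation or reduction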
STAT1 blocker: STAT1 signaling inhibition; NIH 3T3 STAT1-luciferase reporter, IFN-gamma, luminescence; inhibition, % at 5.5 µM; hit rate 0.35% among 200,000; AID 920;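 active means inhibition above a set limit, the mean inhibition across all tested compounds plus 3 SD, cut at about 34% in these data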;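 further: 0% = IFN-gamma with DMSO and 100% = IFN-gamma with 300 µM nifuroxazide; values of inactives mirror those of a sister screen read the other way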
STAT3 act: increases IL-6 driven STAT3 reporter signal; U3A cells, IL-6 STAT3-luciferase reporter, luminescence; 100% = signal with IL-6 EC80 alone; hit rate 0.91% among 190,000; activation (% of control), % at 5.6 µM;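 active means activation above the screen-wide mean of compound activation plus 3 SD, cut at about 130% in these data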;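 further: 0% = background luminescence of wells with medium and substrate only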
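system = STAT3-luciferase reporter U3A cells | reagent = IL-6 stimulus at 33 ng/mL final | timing = 1 h compound pre-exposure, 6 h IL-6 stimulation, 37 °C | measured by = luminescence | evaluation = % activation versus median of IL-6-stimulated wells | control set = IL-6-only wells as 100% reference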
G6PDH counter: counter-screen for G6PDH assay hits: L. mesenteroides G6PDH inhibition; hit rate 0.12% among 200,000; inhibition, % at 5 µM; AID 1020; Purified L. mesenteroides G6PDH, diaphorase/resazurin coupled fluorescence, 45 min; in the data active means inhibition above about 50%
TLR4-MyD88 BLA: blocks binding of human TLR4 to MyD88 | hit rate 0.18% among 200,000 | inhibition, % at 8.4 µM | HeLa CL3-4 TLR4/MyD88 BLA complementation, FRET ratio | AID 861; in the data active means inhibition above about 25%;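 further: 0% = vehicle and 100% = reference inhibitor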
Target sequence (O00206 whole entry, looked up): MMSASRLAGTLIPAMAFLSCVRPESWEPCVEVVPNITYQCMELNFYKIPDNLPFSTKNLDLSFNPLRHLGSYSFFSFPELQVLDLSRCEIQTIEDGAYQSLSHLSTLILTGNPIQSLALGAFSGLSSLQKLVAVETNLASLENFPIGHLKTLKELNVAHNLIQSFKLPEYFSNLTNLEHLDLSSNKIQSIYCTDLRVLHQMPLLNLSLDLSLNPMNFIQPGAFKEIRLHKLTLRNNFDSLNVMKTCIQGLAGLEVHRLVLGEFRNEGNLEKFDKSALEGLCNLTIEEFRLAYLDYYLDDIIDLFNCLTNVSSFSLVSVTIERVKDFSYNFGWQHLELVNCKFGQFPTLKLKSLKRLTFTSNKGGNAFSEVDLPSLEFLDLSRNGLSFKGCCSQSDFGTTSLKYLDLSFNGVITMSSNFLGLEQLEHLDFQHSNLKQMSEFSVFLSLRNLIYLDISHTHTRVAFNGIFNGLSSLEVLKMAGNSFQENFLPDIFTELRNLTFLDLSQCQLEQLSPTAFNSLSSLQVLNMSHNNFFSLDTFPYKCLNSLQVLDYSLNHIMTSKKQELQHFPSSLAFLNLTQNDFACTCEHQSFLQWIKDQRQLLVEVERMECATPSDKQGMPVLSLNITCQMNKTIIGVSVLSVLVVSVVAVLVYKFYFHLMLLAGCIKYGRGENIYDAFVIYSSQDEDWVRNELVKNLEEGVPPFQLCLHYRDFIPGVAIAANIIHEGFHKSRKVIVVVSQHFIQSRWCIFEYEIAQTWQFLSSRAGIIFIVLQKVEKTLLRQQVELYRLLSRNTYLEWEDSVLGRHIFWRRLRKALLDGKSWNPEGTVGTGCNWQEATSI
Target sequence (Q99836 whole entry, looked up): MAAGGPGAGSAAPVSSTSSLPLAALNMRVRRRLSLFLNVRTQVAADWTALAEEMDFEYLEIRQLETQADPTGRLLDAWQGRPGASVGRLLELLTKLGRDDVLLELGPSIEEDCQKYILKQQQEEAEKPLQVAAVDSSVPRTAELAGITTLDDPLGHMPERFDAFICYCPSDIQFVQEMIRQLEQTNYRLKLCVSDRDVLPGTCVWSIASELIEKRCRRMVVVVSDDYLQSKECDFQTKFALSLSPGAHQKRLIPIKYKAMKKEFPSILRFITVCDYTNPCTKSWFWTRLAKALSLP
Diaph inh CS: diaphorase inhibition or chemical oxidation counter-screen | diaphorase resazurin-to-resorufin fluorescence, NADH, 16 min; bacterial (C. kluyveri) enzyme, not human | inhibition, % at 20 µM | hit rate 0.69% among 190,000 | AID 1217;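 active means primary screen inhibition at 20 µM above a set limit, cut at about 50% in these data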;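 further: plate controls were DMSO with full reaction for no effect and wells lacking NADH for full effect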
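Detection: fluorescence of resorufin formed from resazurin, Ex 544/Em 590 nm; test system: Clostridium kluyveri diaphorase enzyme; amount: 0.14 U/mL diaphorase, enzyme working solution; times: 16-min room-temperature incubation before reading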
Hsp70 activator: switches on Hsp70 transcription; activation, % at 10 µM; AID 1203; HeLa Hsp70 promoter luciferase reporter, luminescence; scaled: vehicle 0, proteasome-inhibitor control 100%; hit rate 0.04% among 200,000;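 active means activation above the mean across all tested compounds plus 3 SD, cutoff set per campaign, cut at about 5.5% in these data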;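 further: 100% = MG132 at 30 µM as the positive control and 0% = DMSO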
STAT1 activator: activators of IFN-gamma induced STAT1 signaling | NIH 3T3 STAT1-luciferase reporter, luminescence; 100% = IFN-gamma alone, no compound | activation (% of control), % at 5.5 µM | hit rate 2.6% among 200,000 | AID 932;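 active means activation above the screen-wide mean activation plus 3 SD, cut at about 130% in these data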;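 further: raw ratio to IFN-gamma control signal so 100% means no change and 0% no light; values of inactives mirror those of a sister screen read the other way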
STAT3 inh: inhibitors of IL-6 induced STAT3 signaling. U3A cells, IL-6 STAT3-luciferase reporter, luminescence; host cell line lacks STAT1. inhibition, % at 5.5 µM. hit rate 0.89% among 190,000. AID 862;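 active means inhibition above the mean inhibition across all screened compounds plus 3 SD, cut at about 44% in these data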;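 further: 0% = DMSO only wells and 100% = 100 µM nifuroxazide control wells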
APP transl inh: APP translation inhibition; SH-SY5Y APP 5'UTR-luciferase reporter, luminescence; inhibition, % at 2 µM; hit rate 0.82% among 190,000; AID 1285;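 active means inhibition above a set limit, derived from the sample mean plus 3 SD, cut at about 45% in these data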; further: values of inactives mirror those of a sister screen read the other way
Active calls of the source: *; nt = not tested or not shown.

mol	Diaphorase act	STAT1 blocker	STAT3 act	G6PDH counter	TLR4-MyD88 BLA	Diaph inh CS	Hsp70 activator	STAT1 activator	STAT3 inh	APP transl inh
CCC(Sc1nc2n[nH]c(C)c2c(=N)n1-c1ccc(C)c(Cl)c1)C(=O)N1CCOCC1 (configuration not stated)	1	-8	96	-61	-2	3	-0.2	107	11	5
C#CCNC(=O)C1=C[C@H](c2ccc3c(c2)OCO3)C[C@H](OCc2ccc(CO)cc2)O1	0.8	9	nt	19	-6	24	-0.2	93	nt	-9
Cc1sc(NC(=O)Cn2c(=O)oc3ccccc32)nc1-c1ccc(Cl)cc1	0.9	6	92	-16	-21	6	-0.3	95	8	12
COCCCn1c(SCC(=O)NCc2ccccc2)nc2ccccc2c1=O	0.9	1	103	2	-7	14	0.7	96	-2	0
COc1cc(NC(=O)Cc2ccccc2)ccc1NC(=O)c1ccco1	0.9	-12	79	6	-2	13	0.3	111	27	-4
CCOC(=O)CSC(=S)NC(=O)c1ccc(OC)cc1	0.9	5	92	5	3	10	-0.2	96	10	6
O=c1c2ccccc2ncn1CCCCOc1ccc(Br)cc1	0.8	-4	97	14	2	15	-0.1	102	11	-16
Cc1cc(=O)n(CC(C)C)c(O)c1C#N	0.6	1	107	-9	-8	42	-0.2	99	-4	-6
COc1ccc(NC(=O)c2ccc(=O)[nH]c2)cc1S(=O)(=O)N1CCCCC1	0.9	4	93	-6	-13	8	-0.1	96	8	10
CC(=O)Nc1nc(=O)c2ccccc2s1	1.1	4	91	1	0	-5	0.1	96	13	-3
O=[N+]([O-])c1ncccc1Oc1nc(-c2cccnc2)nc2ccccc12	0.7	13	98	23	-3	27	-0.2	87	5	-3
COc1ccc(CSc2nc(CSC)cc(N3CCOCC3)n2)cc1	1	9	97	8	-1	-2	-0.3	92	9	-20
Cn1c(SCc2nn[nH]n2)nc2c1c(=O)n(Cc1ccccc1Cl)c(=O)n2C	0.9	2	103	2	-3	11	-0.4	98	0	6
COc1ccc(CNC(=O)CCCn2nc([N+](=O)[O-])cc2C)cc1	0.9	0	103	0	7	5	-0.4	100	1	6
Brc1ccc(-c2csc(N/N=C/c3cccnc3)n2)cc1	1	-16	85	2	-5	-3	0.3	114	20	-6
COc1cccc(Oc2nnnn2-c2ccccc2)c1	1	-34	101	3	10	4	0.9	131*	2	-25
COc1ccc(-c2cc3ccccc3oc2=O)cc1NC(=O)c1cccnc1	0.8	-3	110	4	14	20	-0.1	102	0	-11
COC(CNC(=O)C1CCCCC1C(=O)O)OC (configuration not stated)	1	1	97	11	6	-4	-0.1	99	8	-1
Cc1cc(-n2c(C)cc(C(=O)COc3ccccc3[N+](=O)[O-])c2C)no1	0.8	-7	107	-2	-14	16	-0.2	106	-2	-25
COc1ccc2cc(C(=O)C3CCCN(C(=O)Cc4c(C)noc4C)C3)ccc2c1 (configuration not stated)	0.7	9	100	7	-4	26	-0.1	91	4	0
CCCCN(CC)S(=O)(=O)c1c(C)[nH]c(=O)[nH]c1=O	1	6	96	7	8	-1	-0.1	96	9	-10
COc1ccc(NC(=O)CSc2nnc(-c3cccs3)n2-c2ccccc2)cc1	0.9	3	97	2	-3	15	-0.6	97	11	8
Cc1csc(NC(=O)CSc2nnc(-c3ccc(S(=O)(=O)N4CCCC4)cc3)o2)n1	0.9	4	103	4	3	15	0.1	96	0	-13
CC(c1ccco1)N(C(=O)c1ccccc1NS(=O)(=O)c1ccc(Cl)c([N+](=O)[O-])c1)c1ccccn1 (configuration not stated)	0.8	18	100	-4	13	21	-0.2	84	0	3
Cc1cccc2cc(C3CC(c4ccco4)=NN3C(=O)CCC(=O)O)c(Cl)nc12 (configuration not stated)	0.9	-2	102	-2	0	8	1.3	102	6	-5
CCOC(=O)CSc1nnc(CNc2ccccc2Cl)n1-c1ccccc1	0.8	9	95	4	4	15	-0.5	92	10	-8
O=c1[nH]c2ccccc2nc1/C=C/c1ccc(F)cc1	1.1	-67	99	10	-1	-9	0.1	159*	5	-107
COc1cc(/C=C/C(=O)OCC(=O)NC(=O)NC(C)(C)C)cc(OC)c1OC	0.9	6	96	1	7	7	-0.2	94	9	6
O=C(NCCc1c[nH]c2ccccc12)C(=O)NCC(c1cccnc1)N1CCN(c2ccccc2)CC1 (configuration not stated)	0.8	8	86	20	11	18	-0.3	93	17	-9
CC(C)Cc1ccc(C(C)NC(=O)c2ccc(=O)[nH]c2)cc1 (configuration not stated)	0.9	4	94	-2	-7	13	-0.4	95	9	10

Additional entries
mol	Diaphorase act	STAT1 blocker	STAT3 act	G6PDH counter	TLR4-MyD88 BLA	Diaph inh CS	Hsp70 activator	STAT1 activator	STAT3 inh	APP transl inh
CCC(NS(=O)(=O)c1ccc(C)cc1)C(=O)Nc1ccc(NC(C)=O)cc1 (configuration not stated)	0.8	-2	100	2	2	18	-0.3	102	3	8
CCOc1ccc(CN2CCN(c3cc(C)nc4c5c(C)cc(C)nc5nn34)CC2)cc1	0.9	-3	109	-43	-18	13	-0.3	103	-6	-10
CCCCNC(=O)COC(=O)CNC(=O)c1cc(Cl)cc([N+](=O)[O-])c1	1	-7	102	9	4	4	-0.1	107	6	15
Cc1cc(NC(=O)c2cc(-c3ccco3)on2)no1	0.9	-4	100	-1	0	8	0.1	103	10	-1
C=CCOc1c2ccc(C(=O)NCc3ccccc3OC)cc2nn1C	0.9	8	107	2	11	6	0.1	93	4	8
Cc1ccc(NC(=S)NCCc2ccccc2)c(C)c1	0.8	1	98	9	-8	16	0.2	99	2	-1
COC(=O)[C@H](C)NC(=O)Nc1ccccc1C(F)(F)F	0.9	2	99	2	-12	6	-0.3	98	6	-4
C=CCNC(=O)COc1ccc(S(=O)(=O)N2CCCC2)cc1	1	6	105	6	-2	-1	-0.3	94	1	-8
Cc1nonc1NC(=O)CSc1nc2c(C)cccc2cc1C#N	0.8	-4	73	2	-4	17	-0.3	106	36	-55
CCn1c(SCC(=O)NCC2CCCO2)nnc1-c1ccc(S(=O)(=O)N2CCN(C)CC2)cc1 (configuration not stated)	0.9	3	92	15	11	6	-0.1	96	13	1
C=CCn1cc(C(=O)OC)c(=O)c2cc(S(=O)(=O)N3CCC(C)CC3)ccc21	nt	5	105	nt	4	nt	0.1	96	-3	-8
CCc1sc(C(=O)N2CCN(S(C)(=O)=O)CC2)cc1Br	1	4	94	-6	0	1	0.1	98	10	3
COc1ccc(CN=Cc2[nH]c3ccc(Br)c(Cl)c3c2O)cc1	0.8	5	103	-50	-1	19	-0.2	95	2	-17
Cc1ccccc1Nc1nc(N)nc(COC(=O)c2cccn2C)n1	0.9	-46	114	2	-6	13	-0.2	141*	-6	-77
O=C(Cc1csc(Nc2nc(=S)[nH]c3ccccc23)n1)NCCCN1CCN(c2ccccc2F)CC1	0.8	8	108	-7	6	17	-0.4	91	-7	14
Cc1ccc(N2C(N)=C(C#N)C3(C(=O)N(C)c4ccccc43)C3=C2CC(C)(C)CC3=O)cc1Cl (configuration not stated)	0.9	4	100	9	-6	9	-0.2	96	0	12
CC(=O)Nc1ccccc1OCC(=O)NCCC1=CCCCC1	1	5	106	0	1	-2	-0.4	97	-2	-26
COCCNC(=O)CCCn1c(=O)c2cc(OC)c(OC)cc2n(CC(=O)c2cccc(OC)c2)c1=O	0.8	4	98	6	4	23	-0.2	93	7	2
Cc1cc(C)cc(NC(=O)C(Nc2ccccc2)c2ccccc2)c1 (configuration not stated)	0.8	-16	109	-19	-3	21	-0.1	114	-14	-6
CCCCn1nc2cc(C(=O)NCc3ccc(OC(F)(F)F)cc3)ccc2c1OC	0.9	0	98	2	11	14	-0.1	100	13	-2
Cc1ccc(S(=O)(=O)NC2=C(N3CCN(Cc4ccccc4)CC3)C(=O)c3ccccc3C2=O)cc1	0.8	-6	95	25	-9	23	-0.3	108	7	5
CC(C)Cc1nnc(NC(=O)CCC(=O)N2CCN(S(=O)(=O)c3ccccc3)CC2)s1	0.9	6	94	13	-15	11	-0.5	94	5	13
Cn1nnnc1SCCNCc1cccnc1	0.9	1	106	2	-4	7	0.1	100	-2	5
COc1ccc(-n2cnnc2SCC(=O)Nc2cc(C)on2)cc1	0.9	4	106	9	-1	10	-0.4	95	-6	-14

Shown with values under each structure: entries from further up
Each structure is followed by: Diaphorase act	STAT1 blocker	STAT3 act	G6PDH counter	TLR4-MyD88 BLA	Diaph inh CS	Hsp70 activator	STAT1 activator	STAT3 inh	APP transl inh
Cn1nnnc1SCCNCc1cccnc1
  0.9	1	106	2	-4	7	0.1	100	-2	5
COc1ccc(-n2cnnc2SCC(=O)Nc2cc(C)on2)cc1
  0.9	4	106	9	-1	10	-0.4	95	-6	-14
